# From PubChem BioAssay
# SMARCA2 act – increases SMARCA2 function in MMTV reporter cells; MG213 cells, MMTV-luciferase reporter, dexamethasone, overnight; activation, % at 9.1 µM; 1% of 370,000 active; AID 652017; in the data active means activation above about 7.8%;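 further: 0% = vehicle wells and 100% = reference activator wells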
# sPLA2-III inh – Inhibits HGIII-sPLA2 liposome hydrolysis, primary screen. 0.56% of 370,000 active. QFRET BODIPY PC-A2 liposome hydrolysis, fluorescence. inhibition, % at 12.2 µM. Q9NZ20. AID 743126;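 active means inhibition above mean plus 3 SD of compounds lying within the high and low control bounds, cut at about 19% in these data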;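 further: 0% = median of test compound wells and 100% = no enzyme DMSO wells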
# hcDAF12 agonist – activators of H. contortus DAF-12 nuclear receptor; HEK293 hcDAF-12 lit1-tk-luc reporter, luminescence; 0% DMSO, 100% Δ7-dafachronic acid; activation, % at 6.8 µM; 1.4% of 370,000 active;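 active means activation above the mean of all tested compounds plus 3 SD, cut at about 5.5% in these data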;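 further: 100% = response to 3 µM Δ7-dafachronic acid high control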
# ADAM10 inh – ADAM10 inhibition, QFRET primary screen; recombinant ADAM10, EDANS/DABCYL FRET peptide cleavage, 3 h; inhibition, % at 7 µM; 0.62% of 370,000 active;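 active means inhibition above a per-campaign cutoff equal to the mean of compounds falling between control-based bounds plus 3 SD, cut at about 20% in these data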;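 further: 0% = DMSO wells while the 100% control is not disclosed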
# ssDAF-12 act – S. stercoralis DAF-12 activation, primary screen; HEK293 ssDAF-12/GRIP1 lit1-tk-luc reporter, luminescence; % of 3 µM dafachronic acid response; activation, % at 6.8 µM; AID 652126; 1% of 370,000 active;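 active means activation above the mean over all tested compounds plus 3 SD, cut at about 0.9% in these data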;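 further: 0% = DMSO-only wells and 100% = 3 µM delta7-dafachronic acid wells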
# GC-A act – GC-A (human) enzyme activation; P16066; HEK293 GC-A cells, cGMP TR-FRET, EC30 ANP; 0% at EC30 ANP, 100% saturating ANP; activation, % at 10 µM; 0.14% of 370,000 active; AID 1671463; in the data active means activation above about 40%
# Target sequence (P16066 whole entry, looked up): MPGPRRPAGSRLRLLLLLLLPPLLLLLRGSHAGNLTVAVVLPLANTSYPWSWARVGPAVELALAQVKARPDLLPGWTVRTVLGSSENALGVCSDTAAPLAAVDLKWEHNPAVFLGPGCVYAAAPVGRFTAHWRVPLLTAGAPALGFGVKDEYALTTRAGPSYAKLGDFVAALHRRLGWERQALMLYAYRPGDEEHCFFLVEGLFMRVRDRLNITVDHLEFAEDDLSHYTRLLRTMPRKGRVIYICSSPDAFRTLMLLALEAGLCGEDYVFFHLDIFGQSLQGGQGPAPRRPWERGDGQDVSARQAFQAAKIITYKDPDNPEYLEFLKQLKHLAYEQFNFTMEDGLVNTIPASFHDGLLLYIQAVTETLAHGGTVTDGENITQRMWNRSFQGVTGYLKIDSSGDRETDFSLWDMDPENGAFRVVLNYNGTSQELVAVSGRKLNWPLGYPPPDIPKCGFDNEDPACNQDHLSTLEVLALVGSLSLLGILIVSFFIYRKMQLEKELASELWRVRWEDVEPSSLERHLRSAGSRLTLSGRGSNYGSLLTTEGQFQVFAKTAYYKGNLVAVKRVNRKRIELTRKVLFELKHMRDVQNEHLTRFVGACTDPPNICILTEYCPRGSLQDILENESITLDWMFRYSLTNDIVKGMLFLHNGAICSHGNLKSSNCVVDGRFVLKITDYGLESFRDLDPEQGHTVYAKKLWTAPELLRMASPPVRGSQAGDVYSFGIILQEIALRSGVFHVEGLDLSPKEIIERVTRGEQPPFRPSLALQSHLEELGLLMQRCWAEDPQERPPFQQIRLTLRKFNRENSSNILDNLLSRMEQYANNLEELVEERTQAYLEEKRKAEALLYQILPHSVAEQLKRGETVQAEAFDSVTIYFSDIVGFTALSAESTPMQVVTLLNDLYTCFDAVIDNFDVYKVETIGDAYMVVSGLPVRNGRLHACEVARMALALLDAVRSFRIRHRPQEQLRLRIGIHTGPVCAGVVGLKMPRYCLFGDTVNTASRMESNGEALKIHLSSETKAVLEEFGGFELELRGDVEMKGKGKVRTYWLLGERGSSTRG
# FXN GAA850 act – increases GAA850 frataxin promoter reporter activity. HEK293 lucGAA850 FXN promoter luciferase reporter, 24 h; percent of 10 µM SAHA response. activation, % at 6 µM. 0.56% of 360,000 active;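 active means activation above the average of all compounds screened plus 3 SD, cutoff fixed separately per campaign, cut at about 7.5% in these data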;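 further: 0% = DMSO wells and 100% = 10 µM SAHA wells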
# DAX1 inh-1 – blocks DAX1 repression of SF-1 activated StAR promoter. HEK293T StAR-luciferase reporter, SF-1/DAX-1 repression relief. inhibition, % at 6.8 µM. 1.1% of 370,000 active. AID 652010;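 active means inhibition above the mean over all tested compounds plus 3 SD, cut at about 3.6% in these data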;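 further: 0% = DAX-1 cells with DMSO and 100% = cells lacking DAX-1 with DMSO; higher inhibition means more luminescence from relief of DAX-1 repression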
# hgDAF-12 ag – activates the H. glycines DAF-12 receptor ligand-binding domain. HEK293 GAL4-hgDAF12 UAS-luciferase reporter, agonist luminescence; normalized to butyrate control. activation, % at 6.8 µM. 1.8% of 370,000 active. AID 687014;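 active means activation above a cutoff set at the mean of all screened compounds plus 3 SD, cut at about 10% in these data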;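 further: 0% = DMSO wells and 100% = sodium butyrate wells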
# DAX1 inh-2 – NR0B1 (DAX1) inhibition | P51843 | HEK293 Gal4-DAX1 luciferase reporter, luminescence | inhibition, % at 6.75 µM | 0.99% of 340,000 active | AID 504766;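 active means inhibition above the mean over all tested compounds plus 3 SD, cut at about 4.2% in these data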;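 further: 0% = DAX1-transfected cells with DMSO and 100% = empty-vector control cells with DMSO; inhibition shows as a rise in luminescence from relieved DAX1 repression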
# NPR2 activator – GC-B (human) receptor activation. P20594. 0.11% of 370,000 active. activation, % at 10 µM. HEK293-GC-B cells, CNP EC30, cGMP TR-FRET; 0% at EC30 CNP, 100% saturating CNP;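 active means activation at 10 µM reaching about 35% in either raw or pattern-adjusted values, limit read from the data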
# Numbers without * were called inactive; . = not tested or not shown.
1	CCn1c(=O)c2c3c(sc2n(C)c1=O)CCC3
2	COCc1cc(N2CCNC[C@H]2C)ccc1N1C[C@@H](C)O[C@@H](C)C1
3	CC1(C(=O)OCC(=O)Nc2ccc(C(N)=O)cc2)CC1(Cl)Cl (configuration not stated)
4	COc1ncnc2c1sc1nc(-c3ccccc3)c3c(c12)CCCC3
5	COc1cccc(C(c2sc3ncnn3c2O)N2CC(C)OC(C)C2)c1 (configuration not stated)
6	CC(C)(C)NS(=O)(=O)c1cc(C(=O)Nc2sccc2C#N)ccc1Cl
7	O=C(Nc1ncccc1O)c1cc2ccccc2o1
8	Cc1cnc(C)c(N2CCC(C(=O)NCc3cccs3)CC2)n1
9	CC(C)(C)C(=O)/C=C(\N)c1ccccn1
10	COc1cccc(OCc2nnc(SCC(=O)NNC(=O)C3CCCCC3)n2C)c1

assay / compound	1	2	3	4	5	6	7	8	9	10
SMARCA2 act	0	0	-3	0	3	-4	6	-2	1	1
sPLA2-III inh	5	-3	-3	1	-7	-2	-6	0	3	-5
hcDAF12 agonist	-2.4	0.8	-1.5	-2.1	-0.7	-0.7	8.6*	1.8	-1.0	-3.0
ADAM10 inh	2	-11	5	4	-6	-4	-6	-5	-4	-3
ssDAF-12 act	-1.6	-0.1	-1.2	-1.1	-0.3	-1.8	0.8	-1.4	-1.1	-0.8
GC-A act	4	2	3	-10	2	-3	-3	1	-1	-3
FXN GAA850 act	-2.3	.	-1.6	2.1	0.0	0.1	1.6	0.0	1.7	-0.1
DAX1 inh-1	0.6	1.1	0.0	0.1	0.5	-0.5	27*	-0.4	0.3	0.0
hgDAF-12 ag	-2.0	-2.9	3.4	-1.6	-2.0	1.8	39*	3.9	-0.7	-2.5
DAX1 inh-2	-0.4	.	-0.3	0.3	-0.8	-1.3	1.2	1.5	1.8	1.1
NPR2 activator	-1	6	2	-12	7	-2	-2	-3	-4	8

11	CCC(C)(C)NC(=O)C(c1ccc(C)cc1)N(Cc1ccco1)C(=O)CCC(=O)Nc1nccs1 (configuration not stated)
12	CC(C)(C)c1nc2sc3c(c2c(=O)o1)CCCC3
13	O=C(NCCCN1CCOCC1)C(=O)N/N=C/c1c(Cl)cccc1Cl
14	CCN(CC)S(=O)(=O)c1ccc(C(=O)NC(=S)N(CCC#N)Cc2cccnc2)cc1
15	CCN(CC)S(=O)(=O)c1ccc(N2CCCC2)c(NC(=O)Cc2ccccc2)c1
16	CCOC(=O)/C=C/C(=O)Nc1cc(S(=O)(=O)Nc2ccc(OC)cc2)ccc1N1CCOCC1
17	CCCOc1ccc(/C=C/C(=O)N2CCOCC2)cc1
18	O=C(NCc1ccco1)c1ccc(=O)[nH]n1
19	CCCCn1c(=O)nc2n(-c3ccc(Cl)cc3)c3ccccc3cc-2c1=O
20	Cn1cccc1/C=N/NC(=O)C12CC3CC(CC(C3)C1)C2

assay / compound	11	12	13	14	15	16	17	18	19	20
SMARCA2 act	0	-3	1	-2	-4	1	2	1	2	3
sPLA2-III inh	5	3	-1	5	-2	-3	2	-2	25*	8
hcDAF12 agonist	-0.5	-0.7	0.2	0.7	-1.7	-0.9	1.0	-0.9	-0.5	1.2
ADAM10 inh	-6	-2	-4	4	-6	-2	5	5	-143	-10
ssDAF-12 act	-0.9	-1.0	-1.7	-1.6	-2.0	-1.2	-0.5	-1.1	-0.7	-0.7
GC-A act	-11	-1	0	0	-1	1	-2	3	6	0
FXN GAA850 act	4.4	-0.5	0.7	-0.3	3.1	-3.8	1.6	-0.6	-1.1	3.3
DAX1 inh-1	-0.5	-0.6	0.0	0.3	-0.5	-2.6	0.3	-0.1	0.3	0.8
hgDAF-12 ag	-1.4	-1.3	1.2	2.3	1.6	-1.6	8.4	2.1	2.7	6.4
DAX1 inh-2	0.0	0.4	0.6	1.4	-1.1	-1.3	-0.2	0.2	-0.9	1.7
NPR2 activator	-13	0	-3	2	-2	-7	-3	-5	-5	-1

# In a second layout: entries from further up
[19] CCCCn1c(=O)nc2n(-c3ccc(Cl)cc3)c3ccccc3cc-2c1=O
  SMARCA2 act: 2
  sPLA2-III inh: 25*
  hcDAF12 agonist: -0.5
  ADAM10 inh: -143
  ssDAF-12 act: -0.7
  GC-A act: 6
  FXN GAA850 act: -1.1
  DAX1 inh-1: 0.3
  hgDAF-12 ag: 2.7
  DAX1 inh-2: -0.9
  NPR2 activator: -5
[20] Cn1cccc1/C=N/NC(=O)C12CC3CC(CC(C3)C1)C2
  SMARCA2 act: 3
  sPLA2-III inh: 8
  hcDAF12 agonist: 1.2
  ADAM10 inh: -10
  ssDAF-12 act: -0.7
  GC-A act: 0
  FXN GAA850 act: 3.3
  DAX1 inh-1: 0.8
  hgDAF-12 ag: 6.4
  DAX1 inh-2: 1.7
  NPR2 activator: -1

# Entries shown so far containing a tert-butyl group (3):
6	CC(C)(C)NS(=O)(=O)c1cc(C(=O)Nc2sccc2C#N)ccc1Cl
9	CC(C)(C)C(=O)/C=C(\N)c1ccccn1
12	CC(C)(C)c1nc2sc3c(c2c(=O)o1)CCCC3

assay / compound	6	9	12
SMARCA2 act	-4	1	-3
sPLA2-III inh	-2	3	3
hcDAF12 agonist	-0.7	-1.0	-0.7
ADAM10 inh	-4	-4	-2
ssDAF-12 act	-1.8	-1.1	-1.0
GC-A act	-3	-1	-1
FXN GAA850 act	0.1	1.7	-0.5
DAX1 inh-1	-0.5	0.3	-0.6
hgDAF-12 ag	1.8	-0.7	-1.3
DAX1 inh-2	-1.3	1.8	0.4
NPR2 activator	-2	-4	0

# (more compounds)
21	COc1ccccc1Cn1c(-c2ccccc2OC)nc2ccccc21
22	CSC(=Nc1ccccc1)N=C(SCc1ccccc1)N(C)C
23	CCCc1cc(=O)oc2c(C)c(OCC(=O)N3CCC(C(=O)O)(c4ccccc4)CC3)ccc12
24	Cc1nc2ncnn2c(N2CCN(C(=O)Cc3cccs3)CC2)c1C
25	CCOc1cc(/C=N/O)cc(Br)c1OCC(=O)NCc1ccccc1
26	O=[N+]([O-])c1cccc2ccc(/C=C/c3ccc(F)cc3)nc12
27	OCc1cccc[n+]1CCc1ccccc1
28	CCOC(=O)N1CCN(CC(=O)Nc2c(C(=O)OC)[nH]c3ccccc23)CC1
29	CCOc1ccc(/C(O)=C2/C(=O)C(=O)N(CCOCCO)C2c2ccccc2)cc1 (configuration not stated)
30	Cc1nn(C)c(Oc2ccccc2)c1CCNS(=O)(=O)c1ccccc1

assay / compound	21	22	23	24	25	26	27	28	29	30
SMARCA2 act	-1	-10	0	0	-3	3	-4	-3	3	-8
sPLA2-III inh	-14	6	-10	-3	-4	-5	12	2	7	-6
hcDAF12 agonist	-0.9	-2.9	-1.4	-0.8	-2.8	8.5*	0.5	-0.9	-0.2	-2.6
ADAM10 inh	4	-6	-377	6	-6	15	0	-38	11	9
ssDAF-12 act	-1.7	-1.8	-1.4	-1.7	-1.4	0.4	-1.4	-1.1	-1.2	-1.4
GC-A act	-24	-18	7	1	-15	-2	4	-2	8	-7
FXN GAA850 act	-2.5	-11	-2.5	1.5	6.3	6.0	-2.1	0.8	3.4	0.0
DAX1 inh-1	-1.0	-0.7	-0.2	-0.5	-0.2	-0.1	1.1	-0.7	0.3	-0.3
hgDAF-12 ag	-2.3	-4.4	4.6	0.2	-1.1	14*	-1.5	-2.1	-0.5	-1.6
DAX1 inh-2	0.4	-1.6	1.4	-0.4	-0.7	0.5	.	-0.7	0.9	-1.9
NPR2 activator	-15	-6	0	5	-8	-10	1	4	6	-2

31	COCCn1c(C)cc(C(=O)CSc2ccc(NC(C)=O)cc2)c1C
32	Cc1ccc(NC(=O)C2CCN(S(=O)(=O)c3ccc4c(c3)OCCO4)CC2)nc1
33	CCC(OC(=O)CN1C(=O)C(=O)c2ccccc21)C(=O)Nc1ccc(S(N)(=O)=O)cc1 (configuration not stated)
34	Cc1cc(C)n(CC(=O)NNC(=O)c2ccc(OC(F)(F)F)cc2)n1
35	Cc1cc(C)cc(OCC(=O)Nc2ccc(N3CCN(C(=O)c4ccco4)CC3)cc2)c1
36	NS(=O)(=O)c1ccc(NC(=S)N2CCN(c3ccc(Cl)c(Cl)c3)CC2)cc1
37	CCCCC[n+]1ccn(C2=C([O-])c3ccccc3C(=O)/C2=N\S(=O)(=O)c2ccccc2)c1
38	COC(=O)c1ccccc1-c1c2ccc(=N)cc-2oc2cc(N)ccc12
39	Cc1ccc(-c2nnc(SCc3nc(N)nc(Nc4ccccc4C)n3)n2N)cc1
40	O=[N+]([O-])c1ccc(N(c2ccccc2)c2ccccc2)cc1

assay / compound	31	32	33	34	35	36	37	38	39	40
SMARCA2 act	5	-2	0	-7	-4	-3	-1	-3	0	3
sPLA2-III inh	-5	-1	-3	-14	-7	-4	-4	-494	-1	12
hcDAF12 agonist	-2.7	-0.9	0.5	-0.9	-4.5	-6.2	-1.8	-3.3	-1.5	-0.8
ADAM10 inh	-6	-5	0	-22	12	6	0	-8	3	6
ssDAF-12 act	-1.8	-0.9	-0.9	-1.1	-2.3	-2.9	-1.4	-1.6	-1.0	-0.5
GC-A act	0	2	-3	-2	-4	-6	-4	7	-3	0
FXN GAA850 act	-1.8	0.4	-0.5	2.1	-2.1	-6.6	0.1	-2.3	3.5	1.0
DAX1 inh-1	-1.1	1.9	0.1	1.5	-2.7	-2.7	-1.1	-5.7	-0.9	-1.4
hgDAF-12 ag	-1.7	1.3	-3.8	-0.8	-4.3	-4.7	-2.8	-11	-2.7	1.6
DAX1 inh-2	3.3	-2.5	-0.6	1.9	-1.7	-2.0	-0.2	-1.1	-0.9	1.4
NPR2 activator	0	-10	-1	1	4	-1	3	11	-10	-6

41	COc1ccccc1N1CCN(C(=O)c2ccc(Cl)c(S(=O)(=O)N3CCCC3)c2)CC1
42	Cc1cc(NC(=O)c2cc(C)on2)n(-c2ccccc2)n1
43	CC(O)(c1cccnc1)c1nc(-c2ccc(S(C)(=O)=O)cc2)cs1 (configuration not stated)
44	Nc1cc(C(=O)OCC(=O)N2CCCC2=O)ccc1Cl
45	O=C(O)c1ccc(N/N=C2/CCCc3ccccc32)cc1
46	O=C(CN(Cc1ccc(Cl)cc1)C(=O)c1csnn1)NCc1ccccc1
47	C[C@@H]1CN([C@@H](C)CO)C(=O)CCCn2nncc2CO[C@H]1CN(C)Cc1ccc2cccnc2c1
48	Cc1cc(C)c(C#N)c(SCc2ccc(F)cc2)n1

assay / compound	41	42	43	44	45	46	47	48
SMARCA2 act	-3	-1	1	2	4	1	-2	-1
sPLA2-III inh	-7	9	2	4	2	-7	4	4
hcDAF12 agonist	-3.9	2.4	0.9	0.0	4.2	-1.2	0.3	-0.3
ADAM10 inh	1	2	-3	-50	2	-5	-4	0
ssDAF-12 act	-2.2	-1.4	-0.8	-0.9	-0.1	-0.1	0.2	-1.3
GC-A act	-4	-3	-1	3	-2	-3	7	1
FXN GAA850 act	-0.1	2.4	-0.3	-0.5	7.4	0.0	-0.8	0.2
DAX1 inh-1	-1.4	-0.1	-2.3	1.9	1.1	0.0	-0.5	-0.1
hgDAF-12 ag	-6.0	-0.8	3.0	2.6	4.7	4.4	-1.6	-3.8
DAX1 inh-2	-1.7	0.9	.	-1.3	2.0	-1.4	3.0	-0.3
NPR2 activator	2	4	0	-7	-5	-4	-2	2
